# SENP1 FRET inh: blocks the human SENP1 SUMO protease catalytic domain. inhibition, % at 10 µM. recombinant SENP1 catalytic domain, CyPet-SUMO1-YPet FRET cleavage. Q9P0U3. 360,000 compounds, 0.21% hits;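 active means inhibition at least 30% at 10 µM, raw YFP signal under a set limit, fluorescence ratio 0.5 to 1.5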;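 further: 0% = enzyme with DMSO and 100% = no enzyme wells; some results filed as inactive read as strong as hits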
# Target sequence (Q9P0U3 419-644 limits assumed): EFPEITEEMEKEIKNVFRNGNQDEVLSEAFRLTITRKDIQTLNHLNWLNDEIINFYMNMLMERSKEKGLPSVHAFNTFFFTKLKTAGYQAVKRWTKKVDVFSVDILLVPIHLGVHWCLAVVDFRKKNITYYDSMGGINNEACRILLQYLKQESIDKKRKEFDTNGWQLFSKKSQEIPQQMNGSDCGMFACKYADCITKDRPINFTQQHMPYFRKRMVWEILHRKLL
#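 Test system: human SENP1 catalytic domain; medium: Tris pH 8 buffer plus EDTA, NaCl, BME, BSA, NP40, catalase; incubation: 50 min reaction at room temperature; technique: FRET, CFP and YFP emission; controls: no-enzyme low control and enzyme-plus-DMSO high control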
# beta cell repl: inducers of beta-cell replication in MIN6 cells | MIN6 cells proliferation, ATPlite luminescence, 48 h; cells starved in 0.2% serum; 100% = growth in 10% serum | proliferation, % at 10 µM | 330,000 compounds, 0.29% hits;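 active means compounds whose signal lies at least 3.5 SD above the mean of all wells on their plate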;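 further: 0% = DMSO-treated cells in low-serum medium and 100% = 10% serum control; some compounds called inactive have numbers as strong as hits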
# SENP8 block-1: blocks human SENP8 cleavage of Nedd8 substrate; Q96LD8; recombinant SENP8, Nedd8 substrate fluorescence; inhibition, % at 20 µM; 360,000 compounds, 0.64% hits; AID 602440; in the data active means inhibition mostly above about 40%, no sharp cut-off; inactive means mostly below about 27%
# Target sequence (Q96LD8 whole entry, looked up): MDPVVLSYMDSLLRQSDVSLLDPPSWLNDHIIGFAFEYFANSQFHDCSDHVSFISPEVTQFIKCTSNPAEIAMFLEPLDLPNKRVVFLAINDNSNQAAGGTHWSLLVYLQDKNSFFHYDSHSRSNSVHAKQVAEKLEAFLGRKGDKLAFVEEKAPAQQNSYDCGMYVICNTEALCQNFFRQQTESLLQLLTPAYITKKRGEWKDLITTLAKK
# HKDC1 inh: blocks human hexokinase HKDC1 activity; Q2TB90; recombinant HKDC1, G6PDH/diaphorase resazurin coupled fluorescence; inhibition, % at 20 µM; 340,000 compounds, 0.16% hits; AID 493160;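 active means inhibition above about 35% when tested at 20 µM, limit read from the data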;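 further: plate controls were DMSO wells with enzyme for no effect and DMSO wells lacking enzyme for full effect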
#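 System: Recombinant HKDC1 hexokinase | Amount: HKDC1 at 5 µg/mL | Reagent: Glucose with 1 mM ATP | Doses: Single 20 µM dose | Incubation: Reaction time 90 min, room temperature, protected from light | Signal: Coupled resazurin fluorescence, excitation 525 nm, emission 613 nm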
# SENP6 block: blocks the human protease SENP6; Q9GZR1; Recombinant SENP6 catalytic domain, aminoluciferin luminescence; inhibition, % at 10 µM; 330,000 compounds, 1.8% hits; AID 2599;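 active means inhibition above about 50% at the single tested dose, limit read from the data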;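 further: plate controls were DMSO wells with enzyme for no effect and DMSO wells lacking enzyme for full effect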
# Target sequence (Q9GZR1 628-1112 limits assumed): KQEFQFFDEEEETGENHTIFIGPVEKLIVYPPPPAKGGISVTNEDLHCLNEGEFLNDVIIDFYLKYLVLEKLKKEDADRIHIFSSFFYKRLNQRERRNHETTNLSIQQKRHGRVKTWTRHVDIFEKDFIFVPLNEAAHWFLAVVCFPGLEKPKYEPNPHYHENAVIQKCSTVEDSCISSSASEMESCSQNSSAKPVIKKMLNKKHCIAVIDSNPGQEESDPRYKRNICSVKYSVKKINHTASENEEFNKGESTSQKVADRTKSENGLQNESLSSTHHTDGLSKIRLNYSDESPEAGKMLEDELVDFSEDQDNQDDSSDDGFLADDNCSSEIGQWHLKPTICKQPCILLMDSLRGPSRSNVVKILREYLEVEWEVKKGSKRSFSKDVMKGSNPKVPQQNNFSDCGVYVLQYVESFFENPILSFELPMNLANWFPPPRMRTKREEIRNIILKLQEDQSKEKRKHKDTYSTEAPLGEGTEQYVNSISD
# UBC13 polyUb: human UBC13 polyubiquitination inhibition; P61088; UBC13 polyubiquitin chain formation, TR-FRET; inhibition, % at 20 µM; 330,000 compounds, 0.47% hits; AID 485273; in the data active means inhibition above about 45%, passing the limit was not always enough
# PfG6PD inh: PfG6PD (Plasmodium falciparum) enzyme inhibition. PfGluPho enzyme, NADPH resazurin-diaphorase fluorescence. inhibition, % at 20 µM. 350,000 compounds, 0.78% hits. AID 504690;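 active means inhibition reaching at least a set limit at 20 µM in the primary screen, cut at about 59% in these data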;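 further: 0% = DMSO wells with substrate and 100% = DMSO wells lacking glucose-6-phosphate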
# SENP7 inh: inhibitors of human SENP7 protease; Q9BQF6; recombinant SENP7, Z-RLRGG-aminoluciferin luminescence, 40 min; inhibition, % at 5 µM; 330,000 compounds, 1.5% hits; AID 434973;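 active means inhibition above about 50% at the single test dose, limit read from the data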;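 further: plate controls were DMSO with enzyme for no effect and no enzyme buffer wells for full effect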
# SENP8 block-2: inhibitors of human SENP8 protease | Q96LD8 | purified SENP8, Z-RLRGG-aminoluciferin cleavage, luminescence | inhibition, % at 10 µM | 330,000 compounds, 1.2% hits | AID 2540; in the data active means inhibition above about 50%
# An asterisk follows results filed as active; i = inactive; nt = no result given.
SMILES,SENP1 FRET inh,beta cell repl,SENP8 block-1,HKDC1 inh,SENP6 block,UBC13 polyUb,PfG6PD inh,SENP7 inh,SENP8 block-2
O=C(c1ccc(S(=O)(=O)Cc2ccccc2Cl)c([N+](=O)[O-])c1)N1CCOCC1,0,-4,16,4,3,1,13,5,-1
Cc1ccc(NC(=O)Nc2ccccc2C(N)=O)cc1,-1,2,-41,3,95*,5,9,96*,89*
O=C(c1cccs1)N1CCC2(O)CCCCC2C1c1ccc(F)cc1 (stereo not drawn),2,2,25,13,-2,1,4,-13,5
CCN(CC)c1ccc(NC(=O)c2cnc3ccccn3c2=O)c(C)c1,0,-6,25,-2,-18,-47,32,0,0
OC(COc1ccc(Cl)c2ccccc12)CN1CCN(c2ccccn2)CC1 (stereo not drawn),2,-5,0,3,-20,13,9,-7,-13
Cc1cc(C)n(CCN(C)c2nc3nonc3nc2NC2CC2)n1,-2,-2,15,-4,-5,0,-2,-3,-5
O=C1/C(=C/c2ccc([N+](=O)[O-])cc2)CCc2ccccc21,nt,-5,nt,nt,95*,10,nt,98*,90*
COc1ccccc1CN1CC(C(=O)NCc2cccc(C)n2)CCC1=O (stereo not drawn),-2,2,10,-7,-8,-1,-10,0,5
COc1ccc(OC)c(CCNC(=O)CCC(=O)N2CCOc3ccc(C)cc32)c1,0,-4,-6,-8,-22,9,-9,1,-2
C/C(=N\NC(=O)C1=NNC(=O)C1C)c1cccs1 (stereo not drawn),0,-2,13,-6,20,-6,-6,37,9
COc1cccc(NC(=O)CN2C(=O)C(c3ccc(C)cc3)=NC23CCCCCC3)c1,0,0,18,1,15,-1,-4,1,-7
COc1ccccc1-c1sc2ccccc2c1-c1ccc(Br)nc1,3,-7,-63,5,6,22,16,9,0
COc1ccc(C(=O)NCCc2ccc(C(F)(F)F)cc2)cc1S(=O)(=O)N1CCOCC1,2,-3,1,-2,0,8,6,-7,2
COc1cc(OC)nc(NC(=S)NC(=O)c2ccccc2)n1,-41,0,-17,0,34,25,-9,26,15
CCOC(=O)C1=CN(Cc2cccc(F)c2)S(=O)(=O)N(CC)C1c1ccc(C(F)(F)F)cc1 (stereo not drawn),-2,nt,8,0,nt,nt,7,6,nt
Cc1ccc(C(=O)N/N=C\c2ccc(-c3ccc(Cl)cc3)o2)cn1,0,-2,-442,0,-9,-4,9,5,6
Clc1ccc(CSc2nc3ccncc3[nH]2)cc1,1,-7,11,-8,10,15,48,6,-7
Cc1ccc(S(=O)(=O)Nc2ccc(C(=O)NC3CC3)cc2)cc1,0,-1,4,-7,12,3,-4,-8,10
NC(=O)c1ccccc1NC(=S)NC(=O)c1ccc(Br)o1,2,0,-113,-11,4,5,-4,15,5
O=C1CSC(=S)N1N=Cc1ccc(Cl)s1,8,nt,-14,-35,nt,nt,-2,nt,nt
O=S(=O)(NC1=NCCC1)c1cccc(NC(=S)Nc2ccc(OC(F)F)cc2)c1,2,1,11,-4,-4,7,8,-3,8
COCCN(CCOC)S(=O)(=O)c1ccc(C(=O)Nc2nc(-c3ccncc3)cs2)cc1,2,-2,-5,-6,5,24,-15,-3,-1
CC1CCCN(C(=O)COC(=O)Cc2c[nH]c3ccccc23)C1 (stereo not drawn),-3,-4,-2,3,-3,1,-4,11,2
CCOC(=O)c1c(NC(=O)c2ccoc2C)sc(C)c1C,1,3,-476,3,-6,16,2,-3,-5
CCOc1cccc(OCCOCCN2CCCC2)c1,3,-2,4,1,-11,14,-13,-5,-1
SMILES,SENP1 FRET inh,beta cell repl,SENP8 block-1,HKDC1 inh,SENP6 block,UBC13 polyUb,PfG6PD inh,SENP7 inh,SENP8 block-2
CCCC(C)NC(=O)CN1C(=O)c2cccc3cccc1c23 (stereo not drawn),-19,-2,-250,-4,5,5,8,6,-19
CC(C)c1ccccc1NC(=O)CNCCOc1ccccc1F,2,2,17,-3,-30,2,8,-3,-3
N#Cc1nc(-c2ccc(OCc3ccccc3)cc2)oc1NCCCn1ccnc1,-2,-3,i,2,-2,16,13,3,-2
Cn1c(=O)c2[nH]c(CCCCCCCCc3nc4ccccc4[nH]3)nc2n(C)c1=O,-8,nt,-3,-2,nt,nt,-6,nt,nt
Cc1c(NC(=O)OCCSc2nc(N(C)C)nc(N(C)C)n2)sc(=S)n1C,2,0,14,-3,-2,-6,7,15,-18
CCN(Cc1ccccc1)C1CCN(Cc2ccccc2)CC1,1,-2,6,4,1,1,-16,4,-6
COC(=O)C1CCN(C(=O)CSc2nnc(-c3ccncc3)o2)CC1,0,-3,10,-2,-22,-3,-5,-10,-5
CCS(=O)(=O)n1nc(-c2ccccc2)cc1N,-1,1,7,-2,1,-20,8,19,-7
Cc1cccc(-n2cc(CNCCN3CCOC3=O)c(-c3cccc(F)c3)n2)c1,-5,1,0,-5,-8,8,1,11,2
Cc1cc(=O)n2c3ccccc3n(CC(O)CN3CCC(C)CC3)c2c1C#N (stereo not drawn),1,nt,-140,-9,nt,nt,-23,nt,nt
O=C(OCc1nnn(Cc2ccccc2)c1-c1c(COC(=O)c2ccccc2)nnn1Cc1ccccc1)c1ccccc1,-1,-5,4,3,4,0,14,-4,0
COc1cccc(-c2nc(N3CCN(c4ccccc4)CC3)c3ccccc3n2)c1O,0,-4,22,3,0,-16,4,-7,-10
Cc1ccc(C)c(CN2C(=O)C3(OCCCO3)c3ccccc32)c1,-1,0,4,-4,-14,1,-12,0,-4
CC(Oc1ccc(Cl)cc1)C(=O)N/N=C/c1ccsc1 (stereo not drawn),-1,0,12,7,-5,-2,33,4,-7
O=C(O)c1ccc(-c2ccc(/C=C3\NC(=O)N(Cc4ccc(Cl)cc4)C3=O)o2)cc1Cl,-31,1,-397,6,-19,-13,-24,-7,-7
CCOC(=O)[C@H]1[C@H]2COc3ccc(Cl)cc3[C@@H]2N2C(=O)c3cc(Br)ccc3NC(=O)[C@@]12C,2,-8,0,3,-15,24,2,-5,-8
CCCCOc1ccc(C2NC(=O)NC(C)=C2C(C)=O)cc1OCC (stereo not drawn),0,1,-3,-9,2,-2,1,9,-9
C=CCNC(=O)c1cnn(-c2ccccc2)c1-c1ccccc1,0,0,2,-2,5,3,-9,1,-5
NCCCC[C@H]1CNC(=S)N1CCCCC1CCCCC1,1,-8,21,-2,-4,34,-4,4,-5
COCCOc1cc2ncnc(N3CCC(C(=O)O)CC3)c2cc1OCCOC,2,-3,4,-3,8,-7,-5,6,-3
CCOC(=O)N1CCN(C(=O)c2ccc(Cn3c(=S)[nH]c4ccc(Br)cc4c3=O)cc2)CC1,1,-7,29,0,30,19,-13,7,19
O=C(NCc1ccc2c(c1)OCO2)c1ccc2c(c1)S(=O)(=O)c1ccccc1C2=O,2,7,12,-1,2,2,4,0,2
Cc1cccnc1NC(=O)CCCc1c[nH]c2ccccc12,-3,0,7,4,1,-6,6,-2,-2
CC(=O)Oc1ccc(/C=N/NC(=O)c2ccc(N(C)S(=O)(=O)c3ccccc3)cc2)cc1,-10,-3,-3,2,-6,3,7,-1,5
NC(=O)CC(NC(=O)c1cccc(Br)c1)c1ccc(NC2CCCCCCCCCCC2)c([N+](=O)[O-])c1 (stereo not drawn),1,-6,14,-5,-20,-23,6,5,-10

# Compounds from the list above that contain fluorine (6):
SMILES,SENP1 FRET inh,beta cell repl,SENP8 block-1,HKDC1 inh,SENP6 block,UBC13 polyUb,PfG6PD inh,SENP7 inh,SENP8 block-2
O=C(c1cccs1)N1CCC2(O)CCCCC2C1c1ccc(F)cc1 (stereo not drawn),2,2,25,13,-2,1,4,-13,5
COc1ccc(C(=O)NCCc2ccc(C(F)(F)F)cc2)cc1S(=O)(=O)N1CCOCC1,2,-3,1,-2,0,8,6,-7,2
CCOC(=O)C1=CN(Cc2cccc(F)c2)S(=O)(=O)N(CC)C1c1ccc(C(F)(F)F)cc1 (stereo not drawn),-2,nt,8,0,nt,nt,7,6,nt
O=S(=O)(NC1=NCCC1)c1cccc(NC(=S)Nc2ccc(OC(F)F)cc2)c1,2,1,11,-4,-4,7,8,-3,8
CC(C)c1ccccc1NC(=O)CNCCOc1ccccc1F,2,2,17,-3,-30,2,8,-3,-3
Cc1cccc(-n2cc(CNCCN3CCOC3=O)c(-c3cccc(F)c3)n2)c1,-5,1,0,-5,-8,8,1,11,2

# Looked up by compound from the list above, 5 records:
SMILES,SENP1 FRET inh,beta cell repl,SENP8 block-1,HKDC1 inh,SENP6 block,UBC13 polyUb,PfG6PD inh,SENP7 inh,SENP8 block-2
CCCCOc1ccc(C2NC(=O)NC(C)=C2C(C)=O)cc1OCC (stereo not drawn),0,1,-3,-9,2,-2,1,9,-9
CC(=O)Oc1ccc(/C=N/NC(=O)c2ccc(N(C)S(=O)(=O)c3ccccc3)cc2)cc1,-10,-3,-3,2,-6,3,7,-1,5
Cn1c(=O)c2[nH]c(CCCCCCCCc3nc4ccccc4[nH]3)nc2n(C)c1=O,-8,nt,-3,-2,nt,nt,-6,nt,nt
Cc1cccc(-n2cc(CNCCN3CCOC3=O)c(-c3cccc(F)c3)n2)c1,-5,1,0,-5,-8,8,1,11,2
CCOC(=O)N1CCN(C(=O)c2ccc(Cn3c(=S)[nH]c4ccc(Br)cc4c3=O)cc2)CC1,1,-7,29,0,30,19,-13,7,19

# Shown as a hit in SENP6 block, of those listed so far:
structure | SENP1 FRET inh | HKDC1 inh | SENP6 block | UBC13 polyUb | PfG6PD inh | SENP7 inh
Cc1ccc(NC(=O)Nc2ccccc2C(N)=O)cc1 | -1 | 3 | 95* | 5 | 9 | 96*
O=C1/C(=C/c2ccc([N+](=O)[O-])cc2)CCc2ccccc21 | nt | nt | 95* | 10 | nt | 98*

# Remaining list, next part:
SMILES,SENP1 FRET inh,beta cell repl,SENP8 block-1,HKDC1 inh,SENP6 block,UBC13 polyUb,PfG6PD inh,SENP7 inh,SENP8 block-2
O=C(O)c1ccc(O)c(N2C(=O)Nc3ccccc3N2O)c1,4,0,14,-7,3,8,-11,9,5
COC(=O)C1=C(C)N(C)C(=O)NC1c1c(OC)ccc2ccccc12 (stereo not drawn),-1,3,18,-15,-24,3,-19,9,-5
O=[N+]([O-])c1ccc(C2CC(c3ccccc3)=Nc3ccccc3S2)cc1 (stereo not drawn),3,-7,22,3,-3,2,15,9,-2
CC12CC3(C)CC(C)(C1)CC(NC(=O)N1CCCC1)(C2)C3,-1,-1,17,-6,-2,3,8,2,4
O=C(CSc1cc(Cl)ccc1Cl)Nc1ccc(N2CCOCC2)cc1,2,-4,13,1,-9,-5,-8,-14,-11
COc1ccc(NC(=O)CN(C)CC(=O)Nc2ccc(C)c(S(=O)(=O)N3CCCCC3)c2)cc1,2,1,13,1,2,9,5,-5,-7
COc1ccc(S(=O)(=O)N2CCOC2CNC(=O)C(=O)NCCN2CCOCC2)cc1OC (stereo not drawn),0,-4,11,3,-5,9,-17,-4,-12

# Compound activity from PubChem BioAssay.
